# Screening results from PubChem.
# Rac1 GTP hydrolysis – MgcRacGAP GTPase-activating activity inhibitors, confirmation, biochemical, ADP Hunter fluorescence. MgcRacGAP-stimulated Rac1 GTP hydrolysis, ADP Hunter fluorescence; higher % means a stronger effect; GST-tagged Rac1 F28L mutant substrate. inhibition, % at 30 µM; hits with a dose series show IC50 in µM. 340,000 tested, 0.6% active. AID 624330;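 active = first-screen hits whose inhibition reached a set limit at any dose in the follow-up dose series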;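 note: fluorescence reports GDP produced by GAP-driven GTP hydrolysis; strong numbers were not always called active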
# NS5 inhibitors – flavivirus cap methylation enzyme inhibition – biochemical, confirmation dose response, primary screen (AID 588689); Dengue-2 NS5 methyltransferase capping enzyme assay, biochemical; higher % means a stronger effect; inhibition, % at 25 µM; hits with a dose series show IC50 in µM; 340,000 tested, 0.3% active; in the data active = a potency from the dose series
# NS5 inhibitors pilot replicate – further read-out of NS5 inhibitors, marked with its call; inhibition, %; measured here: pilot screen replicate inhibition
# * hit, by the source's call.
SMILES,Rac1 GTP hydrolysis,NS5 inhibitors,others
CC(C)/C=C/C(=O)N1CCC(N2CCC(C(=O)NCC3CCCO3)CC2)CC1 (stereo not drawn),12.4%,6.0%,
Cc1ccc(CC(C)(O)CC(C)(O)Cc2ccc(C)cc2)cc1 (stereo not drawn),12.5%,4.6%,
O=C(COC(=O)CCS(=O)(=O)c1ccccc1)NNC(=O)c1ccc([N+](=O)[O-])cc1,12.8%,-0.6%,
CN(C)c1ccc(C=c2c3ccccc3n3c2cc(-c2ccc(Cl)cc2)[n+]3C)cc1,44.9µM*,-12.7%,
C[C@@H]1CN([C@@H](C)CO)C(=O)c2cc(Br)cnc2O[C@H]1CN(C)Cc1cccnc1,12.9%,-5.0%,
COc1ccc(C(C#N)=C2C=CC(=NO)C(C)=C2Cl)cc1,21.7%,10.4%,
COC[C@H](NS(=O)(=O)c1ccc(Br)cc1F)[C@@H](O)c1ccccc1,9.5%,-4.4%,
O=C(COC(=O)Cc1ccccc1F)NCc1ccccc1Cl,9.1%,-8.0%,
Cc1cc(NC(=O)COC(=O)c2ccc(Cl)cc2)no1,-6.7%,-4.0%,
CC1=C(C(=O)Nc2ccc(C(=O)NCCCN3CCCCC3C)cc2)SCCO1 (stereo not drawn),4.3%,4.0%,
CC(C)Cn1cnc2c(SCc3ccccc3Cl)nc(N)nc21,6.9%,7.0%,
O=C(NN(Cc1ccccc1)Cc1ccccc1)c1ccccc1,5.3%,5.6%,
O=C(c1ccco1)N1CCC2CC1c1c(Cl)cccc12 (stereo not drawn),15.5%,-2.2%,
CCOc1ccc(CCNC(=O)COC(=O)C2CCN(S(=O)(=O)c3ccccc3)CC2)cc1OCC,11.8%,-2.9%,
CNc1nc(=O)n(C2CCCO2)cc1C (stereo not drawn),2.6%,1.2%,
O=C(Nc1ccnn1C1CCN(C(=O)c2cccnc2)CC1)c1cccc(F)c1,8.8%,5.5%,
CCN(CC)C(=O)C1=C(C)N(Cc2ccccc2)C(=O)C(CC(=O)NCCCN(C)C)C1 (stereo not drawn),13.1%,2.8%,
CCCNc1ncc2c(=O)[nH][nH]c(=O)c2n1,-2.4%,0.0%,
O=C(COC(=O)Cc1c[nH]c2ccccc12)Nc1ccc(Cl)cc1,4.6%,-2.3%,
Cc1nc(Cc2nnc(SC(C)C(=O)N3c4ccccc4NC(=O)C3(C)C)o2)cs1 (stereo not drawn),5.3%,-1.1%,
Cc1c(C(=O)N2CCN(Cc3nccn3C)CC2)oc2c(F)cccc12,16.4%,3.3%,
CC1CN(c2ccccn2)C(C)CN1C(=S)Nc1ccccc1 (stereo not drawn),1.3%,2.4%,
CC1c2ccccc2-c2ccccc2N1C (stereo not drawn),1.1%,4.7%,
Cc1cccc(C)c1NC(=O)CN1CCN(C(=O)CNC(=O)c2ccc(-c3ccccc3)cc2)CC1,2.2%,-2.3%,
CNC(=S)NN=C(C)CCCC(C)=NNC(=S)NC,9.9%,-3.1%,
COc1ccc(-c2csc(Nc3cccc(C)n3)n2)cc1OC,5.5%,-5.7%,
Cc1cccc(-c2nc(NCCN(C)C)c3ccccc3n2)c1,22.0%,8.8%,
COCCN(CC(=O)Nc1cccc(C)c1C)C(=O)/C=C/c1ccc2c(c1)OCCO2,9.8%,4.0%,
C[C@@H]1CN([C@@H](C)CO)C(=O)CCCn2nncc2CO[C@@H]1CN(C)C(=O)Nc1ccccc1,16.9%,-1.1%,
CN(C(=O)CCN1C(=O)/C(=C/c2ccc(F)cc2)SC1=S)C1CCS(=O)(=O)C1 (stereo not drawn),6.1%,-1.1%,
COc1ccccc1NC(=O)N(C)C[C@@H]1OCc2ccccc2-c2c(n(C)c3ccccc23)C(=O)N([C@H](C)CO)C[C@@H]1C,14.7%,-5.1%,
Cc1ccc(C(=O)OCC(=O)Nc2c(C)nn(-c3ccccc3)c2C)c(O)c1,0.4%,0.6%,
CN(C(=O)c1cccc(NC(=O)Cc2cccc(NC(=O)C3CCN(C(=O)C4CC4)CC3)c2)c1)C1CCC1,6.8%,-7.9%,NS5 inhibitors pilot replicate=2.1
CCOC(=O)CC1(C)NC(C(=O)O)C(C)(C)S1 (stereo not drawn),4.6%,6.9%,
CC(=O)c1sc(NC(=O)CCS(=O)(=O)c2ccc(F)cc2)nc1C,10.9%,-11.5%,
CN1CCN(C(=O)C[C@H]2C[C@H]3c4cc(NC(=O)NC5CCCCC5)ccc4O[C@H]3[C@@H](CO)O2)CC1,6.6%,-2.9%,
CC(C)C1C(=O)N(Cc2cn(CCC3OCCO3)nn2)CCS(=O)(=O)N1Cc1ccc(-c2cccc(CO)c2)cc1 (stereo not drawn),4.7%,-6.2%,
Cc1cc(C)c(C(=O)c2ccccc2)c(C)c1,4.0%,-9.3%,
O=C(COC(=O)c1ccccc1Cl)Nc1cccc(S(=O)(=O)N2CCCCC2)c1,4.6%,-3.4%,
COc1ccc(C=NNC(=O)CCCC(=O)NN=Cc2ccc(OC)c(OC)c2)cc1OC,2.1%,-0.8%,
CN1OC[C@@H]2CN(C(=O)C(C)(C)C)[C@H](c3cccc(N4CCOCC4)c3)C[C@@H]21,7.2%,1.3%,
O=C(C1CCCCC1)N1C[C@H](O)[C@@H](n2cc(-c3ccc(F)cc3)nn2)C[C@@H]1c1ccccc1,15.6%,-3.4%,
C[C@H]1CN([C@@H](C)CO)S(=O)(=O)c2ccc(C#CC3CC3)cc2O[C@@H]1CN(C)S(C)(=O)=O,9.8%,-5.1%,
CN(Nc1cccc(Cl)c1)c1cccc(Cl)c1,5.0%,9.7%,
CCCCn1c(N)c(N(Cc2ccccc2OC)C(=O)C(C)Oc2cccc(Cl)c2)c(=O)[nH]c1=O (stereo not drawn),18.4%,-1.6%,
CC(=O)N[C@@H](Cc1c[nH]c2ccccc12)C(=O)OCC(=O)Nc1cc(C)on1,-7.0%,-10.5%,
CC(C)CC1C(=O)N(Cc2cn(Cc3ccco3)nn2)CCS(=O)(=O)N1Cc1ccc(-c2ccc(F)nc2)cc1 (stereo not drawn),11.6%,-1.1%,
CSc1ncnc2c1ncn2CCCNCC(C)c1ccccc1 (stereo not drawn),16.2%,-3.3%,
C[C@H]1CCCCO[C@H](CN(C)S(=O)(=O)c2cn(C)cn2)[C@@H](C)CN([C@@H](C)CO)C(=O)c2cc(NS(=O)(=O)c3ccccc3)ccc2O1,14.0%,-4.5%,
Cn1c(=O)c2[nH]c(NN=Cc3ccccc3)nc2n(C)c1=O,17.4%,11.6%,
CCOC(=O)c1cocc1C(=O)O,0.3%,-4.8%,
CC1CN(C(=O)COC(=O)c2cc(=O)[nH]c3ccccc23)CC(C)O1 (stereo not drawn),5.2%,2.9%,
Cc1cc(C)c2c(ccc3ccccc32)n1,10.8%,-4.2%,
CN1C(=O)CN(CCN2CC(=O)N(C)C(=O)C2)CC1=O,-14.6%,1.1%,
COC(=O)c1cc(C)c(C)cc1NC1OC(CO)C(O)C1O (stereo not drawn),0.0%,-9.7%,
COc1ccc([C@H]2N[C@]3(CCCN(Cc4ccc(C)cc4)C3=O)[C@H]3C(=O)N(C)C(=O)[C@@H]23)cc1,10.1%,-11.0%,
COc1ccc(-c2csc(NC(=O)c3c(C)noc3C)n2)cc1OC,21.1%,-0.6%,
CC1Cc2c([nH]c(=O)n(-c3ccccc3)c2=O)O1 (stereo not drawn),-4.8%,0.8%,
Cc1ccc(OCC(=O)Nc2ccc(C(=O)Nc3ccccc3C(=O)O)cc2)cc1C,5.8%,-6.6%,
CC1(C)CC(Cc2cccc(C(F)(F)F)c2)N(C(=O)OC(C)(C)C)C1 (stereo not drawn),5.6%,-3.3%,

# The results go on:
SMILES,Rac1 GTP hydrolysis,NS5 inhibitors,others
Cc1ccc(NC2(C(N)=O)CCCC2)cc1,3.1%,-5.6%,
ONC(=NCc1ccccc1)c1ccccc1,1.3%,0.0%,
COc1cc(C=NNc2ccccc2)ccc1OC(=O)c1ccccc1,-8.2%,5.1%,
Cc1cc(Cl)ccc1OCC(=O)N(Cc1ccco1)c1c(N)n(Cc2ccccc2)c(=O)[nH]c1=O,3.8%,-7.3%,
COc1cccc(CN(C)C(=O)C2CCCN(C(=O)c3ccc(Cl)cc3)C2)c1 (stereo not drawn),4.2%,4.6%,
CC(N)C(=O)NC(CO)C(O)C(N)C=O (stereo not drawn),-0.8%,-10.0%,
COc1cc2c(cc1OC)C1CCc3cc4c(cc3C1N=C2)OCO4 (stereo not drawn),3.9%,5.1%,
CC[C@H](C)[C@H]1CNC(=S)N1CC1CCN(CCC(C)C)CC1,10.0%,-2.8%,
COc1cccc(NC(=O)CN(C)C(=O)c2cc(-c3ccccc3)nc3ccc(C)cc23)c1,1.2%,-0.7%,
O=C(NCCN1CCCC(O)C1)c1cc(COc2cccc(C(F)(F)F)c2)on1 (stereo not drawn),16.1%,-7.1%,
O=S(=O)(/C(=C\c1ccc(C(F)(F)F)cc1)c1nc2ccccc2[nH]1)c1ccccc1,-1.3%,-54.0%,
O=c1cc(-c2cccc(F)c2)oc2ccccc12,7.7%,7.4%,
CCOC(=O)N1CCN(S(=O)(=O)N2CCCC(C(=O)NCc3ccc(C)cc3)C2)CC1 (stereo not drawn),13.6%,6.0%,
O=[N+]([O-])c1ccc(O)c(C=NN2CCCCC2)c1,13.1%,7.5%,
O=C(c1ccco1)N1CCN(C(=O)c2cnn(-c3ccc(F)cc3)c2-n2cccc2)CC1,-4.4%,2.2%,
O[C@@H]1C[C@H](c2ccccc2)N(Cc2cccs2)C[C@H]1n1cc(C2CC2)nn1,14.1%,-2.8%,
O=S(=O)(Oc1ccccc1)c1ccc(Cl)c(Cl)c1,1.2%,-6.2%,
CN(C)CC1CCC/C(=C\c2ccc(OC(=O)/C=C/c3ccc(Cl)c(Cl)c3)cc2)C1=O (stereo not drawn),3.4%,-4.0%,
COc1ccc(CCN2CC(C(=O)NCCc3ncccc3C)CCC2=O)cc1 (stereo not drawn),6.5%,5.0%,
CC(O)(CC(=O)CC(=O)c1ccccc1)c1ccccc1 (stereo not drawn),-2.6%,-4.7%,

# Reprinted from the entries so far (three entries):
SMILES,Rac1 GTP hydrolysis,NS5 inhibitors,others
CN(C)CC1CCC/C(=C\c2ccc(OC(=O)/C=C/c3ccc(Cl)c(Cl)c3)cc2)C1=O (stereo not drawn),3.4%,-4.0%,
COc1ccc(CCN2CC(C(=O)NCCc3ncccc3C)CCC2=O)cc1 (stereo not drawn),6.5%,5.0%,
CC(O)(CC(=O)CC(=O)c1ccccc1)c1ccccc1 (stereo not drawn),-2.6%,-4.7%,

# Retrieved by compound from the list above:
SMILES,Rac1 GTP hydrolysis,NS5 inhibitors,others
O=S(=O)(/C(=C\c1ccc(C(F)(F)F)cc1)c1nc2ccccc2[nH]1)c1ccccc1,-1.3%,-54.0%,
COc1cc2c(cc1OC)C1CCc3cc4c(cc3C1N=C2)OCO4 (stereo not drawn),3.9%,5.1%,
O=c1cc(-c2cccc(F)c2)oc2ccccc12,7.7%,7.4%,
Cc1ccc(NC2(C(N)=O)CCCC2)cc1,3.1%,-5.6%,
COc1cccc(NC(=O)CN(C)C(=O)c2cc(-c3ccccc3)nc3ccc(C)cc23)c1,1.2%,-0.7%,

# (cont.)
SMILES,Rac1 GTP hydrolysis,NS5 inhibitors,others
COc1ccc(C(=O)N(C)Cc2ccc(OC)c(OC)c2OC)cc1S(=O)(=O)N1CCOCC1,6.3%,-2.9%,
CCCCN1C(=O)C(C(=O)OCc2ccccc2)CC2=C1CCCC2=O (stereo not drawn),8.6%,-1.9%,
O=C1C=CC2=C3c4cc(O)c(O)cc4CC3(O)COC2=C1O (stereo not drawn),5.6%,26.5µM*,
CC(C)c1c(O)ccc2c1CC[C@H]1C(C)(C)CCC[C@]21C,7.3%,-3.0%,
CN1CC(O)(C(O)C(O)C(O)CO)SC1=S (stereo not drawn),12.6%,-10.9%,
OC1CNc2c(ccc3ccccc23)C1 (stereo not drawn),18.4µM*,2.4%,
COc1ccc(CNC(=O)COC(=O)CN2C(=O)C3CCCCC3C2=O)cc1 (stereo not drawn),12.8%,1.1%,
CSCCC(NC(=O)COc1ccccc1)C(=O)N(C)Cc1c(F)cccc1Cl (stereo not drawn),7.3%,0.0%,
Cc1ccc(NC(=O)c2cc(S(=O)(=O)N3CCCCC3)ccc2N2CCOCC2)c(C)c1,4.7%,4.9%,
COc1cccc(C(=O)NCCS(=O)(=O)N2CCCC(C)C2)c1 (stereo not drawn),15.3%,-2.7%,
Cc1nc(Cl)sc1C(=O)Nc1ccc(F)cc1,-1.1%,-1.6%,
N#Cc1ccc(C=NN2CCCCCC2)cc1,4.0%,-7.8%,
COC(=O)C12OCC34C(CC5C(C)=C(O)C(=O)CC5(C)C3C(O)C1O)OC(=O)C(OC(=O)C=C(C)C)C24 (stereo not drawn),-5.2%,-3.1%,
COc1cc(N=Nc2ccc(C)cc2S(N)(=O)=O)c(C)cc1N,76.2µM*,-2.7%,
C[C@@H]1CN([C@H](C)CO)C(=O)CCCn2nncc2CO[C@@H]1CN(C)S(=O)(=O)c1ccc(Cl)cc1,10.6%,4.0%,
O=C(/C=C/c1ccccc1Cl)OCC(=O)N1CCc2ccccc21,4.3%,5.2%,
COc1cccc(-c2nc3n(n2)CCc2ccccc2-3)c1,3.9%,-0.6%,
CC(C)C[C@@H](CN1CCCC1CN1C(=S)NC[C@@H]1Cc1ccc(O)cc1)N1C[C@H](Cc2ccccc2)N(CC2CCCCCC2)C1=S (stereo partly drawn),9.5%,-0.7%,NS5 inhibitors pilot replicate=0.6
CCOc1ccc(S(=O)(=O)Nc2ccc(C(=O)N(CC)CC(=O)NCc3cccs3)cc2)cc1,10.2%,-3.3%,
c1ccc(COc2ncnc3c2ncn3CCCN2CCN(Cc3cccc4ccccc34)CC2)cc1,13.2%,6.6%,
NC(=O)c1ccc(NS(=O)(=O)c2ccc(S(=O)(=O)N3CCCC3)cc2)cc1,14.5%,-2.2%,

# This is a subset. The share of hits here may be higher or lower than overall.
